# Source: PubChem BioAssay
# PhoP inhibition: inhibitors of PhoP regulon expression, primary screen, Salmonella Typhimurium, GFP reporter (AID 1863). one-dose inhibition, % at 50 µM; IC50 in µM for titrated hits. 300,000 compounds, 0.16% hits. S. Typhimurium PhoP-regulated promoter GFP reporter, 4 h; higher % means a stronger effect;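 active means inhibition over 29.93%, a cutoff 3 SD above the screen mean, later confirmed by dose response; inconclusive means inhibition over 29.93% but no dose response follow-up; inactive means inhibition at most 29.93% or unconfirmed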;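 further: 0% = low Mg2+ inducing control and 100% = high Mg2+ repressing control; strong numbers were not always called active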
# SV40 large T antigen: SV40 large T antigen inhibitors, biochemical (AID 1903); 310,000 compounds, 0.39% hits; SV40 large T antigen ATPase/helicase inhibition assay; higher % means a stronger effect; inhibition, % at 20 µM, or IC50 in µM where a hit was titrated; in the data active means a potency from the dose series; inconclusive means inhibition mostly from about 32% at the one dose, without a potency; inactive means the rest, 99 in 100 with inhibition below about 32%; further: strong numbers were not always called active
# T cell HTS: T cell immune modulators affecting CD8 T cell-vesicle binding | 2C CD8+ T cell-vesicle binding, flow cytometry; stronger effect = lower value | calls only at 7 µM | 330,000 compounds, 0.068% hits;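 active means response, share of CD8 T cells binding vesicles, and their 90th percentile fluorescence all below set limits, cut at about 80% in these data, passing the limit was not always enough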
#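 Material: 2C TCR transgenic mouse naive CD8+ T cells, MACS-purified. Also added: QL9-charged Drosophila Ld/ICAM-1/B7-1 vesicles. Timing: binding 1.5 h at 37 °C. Measured by: high-throughput flow cytometry with anti-B7-1 and anti-CD8 staining. Read-out: percent CD8+ FL2 mean versus row control. Controls: Unloaded micro-vesicles (low), QL9 vesicles with 0.7% DMSO (high).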
# RSV antiviral HEp-2: RSV antiviral activity via CPE protection, HEp-2 cells, primary 10 µM value included (AID 2391); 310,000 compounds, 0.13% hits; CPE inhibition, % at 10 µM; hits with a dose series show IC50 in µM; HEp-2 cells, RSV-induced CPE inhibition; higher % means a stronger effect; in the data active means a potency from the dose series; inconclusive means CPE inhibition mostly from about 23% at the one dose, without a potency; inactive means the rest, 99 in 100 with CPE inhibition below about 21%; further: strong numbers were not always called active
# Myeloid diff 2: myeloid differentiation induction | calls only at 10 µM | 360,000 compounds, 1% hits | AID 624256 | ER-HoxA9 myeloid progenitors, lysozyme-GFP differentiation, flow cytometry;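 active means normalized GFP-positive differentiation at or above the plate's own cutoff, the solvent-only control mean plus 3 SD; inconclusive means no clear call, values can overlap the other calls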;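 further: cells exposed to compound for four days before flow analysis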
# UTI89 phage lysis: inhibition of K1F phage lysis, E. coli UTI89, bacterial capsule biogenesis inhibitors, alamar blue (AID 488966). E. coli UTI89 K1F phage lysis, alamar blue, 2 h; higher % means a stronger effect. inhibition, % at 100 µM; hits with a dose series show IC50 in µM. 340,000 compounds, 0.02% hits;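 active means phage lysis inhibition, versus mean bacterial control, above a set limit; inconclusive means no clear call, values can overlap the other calls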;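 further: capsule biogenesis inhibitors block K1F phage lysis so surviving cells raise fluorescence; higher fluorescence means more inhibition of phage lysis; actives were called in the ten point dose series up to 300 µM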
# NTR1 ag: NTR1-driven beta-arrestin-GFP spot formation – imaging, U2OS cells, high content, primary screen (AID 493036); agonist mode; activation, % at 20 µM; 330,000 compounds, 0.17% hits;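 active means activation at or above 40% of the spot to cytoplasm intensity ratio, with at least 20 cells analyzed; inconclusive means wells under 20 cells, flagged as cytotoxic or low count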;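 further: 0% = DMSO without peptide and 100% = 100 nM NTR1 peptide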
# Target sequence (P30989 whole entry, looked up): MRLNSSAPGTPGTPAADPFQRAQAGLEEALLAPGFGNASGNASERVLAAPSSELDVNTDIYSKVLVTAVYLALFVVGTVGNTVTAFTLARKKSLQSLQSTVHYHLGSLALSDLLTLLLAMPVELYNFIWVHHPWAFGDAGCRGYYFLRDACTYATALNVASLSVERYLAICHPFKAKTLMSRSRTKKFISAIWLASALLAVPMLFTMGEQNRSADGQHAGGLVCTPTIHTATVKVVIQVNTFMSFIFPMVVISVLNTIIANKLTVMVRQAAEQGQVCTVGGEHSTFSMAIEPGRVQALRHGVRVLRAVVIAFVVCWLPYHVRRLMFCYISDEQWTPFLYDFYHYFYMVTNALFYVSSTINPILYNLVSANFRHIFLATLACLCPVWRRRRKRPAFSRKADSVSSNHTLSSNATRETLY
# TNAP activators: stimulation of alkaline phosphatase TNAP activity – biochemical, luminescent, no phosphate acceptor, uHTS, primary screen (AID 1001). purified TNAP, luminescent activation assay, no phosphate acceptor; higher activation fold means a stronger effect. activation fold at 20 µM, or EC50 in µM where a hit was titrated. 200,000 compounds, 0.03% hits; in the data active means activation fold from about 3, or a potency from the dose series; inactive means the rest, 99 in 100 with activation fold below about 1.6; further: many of its hits are not listed in these tables
# MgcRacGAP inhibition: MgcRacGAP GTPase-activating activity inhibitors, confirmation, biochemical, ADP Hunter fluorescence; MgcRacGAP-stimulated Rac1 GTP hydrolysis, ADP Hunter fluorescence; higher % means a stronger effect; GST-tagged Rac1 F28L mutant substrate; inhibition, % at 30 µM; hits with a dose series show IC50 in µM; 340,000 compounds, 0.6% hits;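 active means first-screen hits whose inhibition reached a set limit at any dose in the follow-up dose series; inconclusive means inhibition above the set first-screen limit but never retested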;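 further: fluorescence reports GDP produced by GAP-driven GTP hydrolysis; strong numbers were not always called active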
# T cell HTS vesicle-bound %: further read-out of T cell HTS, marked with its call; double positive events, %; measured here: CD8+ vesicle-bound cell fraction;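 binding gate set so that unloaded-vesicle control wells show 10% double positive cells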
# NTR1 ag cell count 20 µM: recorded beside NTR1 ag, whose call it bears; cell count; measured here: cell count, cytotoxicity flag
# Myeloid diff 2 GFP+ MAC1+ %: recorded beside Myeloid diff 2, whose call it bears; GFP+ MAC1+ double positive, %; measured here: differentiation confirmed by MAC1 staining
# * marks the source's active call; other numbers are inactive results; i = inactive; ? = inconclusive; . = not tested or not shown; + = active, no number; [ ] = dose if it differs, or a comment.
SMILES,PhoP inhibition,SV40 large T antigen,T cell HTS,T cell HTS vesicle-bound %,RSV antiviral HEp-2,Myeloid diff 2,Myeloid diff 2 GFP+ MAC1+ %,UTI89 phage lysis,NTR1 ag,NTR1 ag cell count 20 µM,TNAP activators,MgcRacGAP inhibition
COCCN1C(=O)N[C@@H](CCc2ccccc2)[C@H](C(C)=O)[C@H]1C,4%,18%,i,21,-0.5%,i,1.5,0.7%,0.8,67,.,13%
Cc1cc(CNC(=O)Nc2ccc3c(c2)OCO3)nn1C,16%,3%,i,21,-0.3%,i,1.2,-0.1%,-0.5,76,1.1,-4%
CCS(=O)(=O)c1ccc(-c2csc(-c3ccc(Cl)cc3)n2)c(Cl)c1Cl,0%,3%,i,58,2.5%,i,1.2,-0.2%,1.9,62,1,-11%
COc1cccc(/C=C/C(=O)Nc2ccc(N3CCOCC3)cc2)c1OC,.,11%,i,44,-1.4%,i,0.2,0.3%,1.3,49,.,7%
O=C(Nc1ccccc1)c1cccnc1N1CCOCC1,-1%,-1%,i,24,1.5%,i,0.8,0.6%,-0.6,80,1.1,3%
Cc1ccc(S(=O)(=O)NOCc2ccccc2)cc1,.,.,.,.,.,i,2.4,0.1%,2.0,62,.,7%
CCOc1ccc(NC(=O)CCNS(=O)(=O)c2cccc3nonc23)cc1,5%,-2%,i,34,0.5%,i,0.8,0.5%,0.3,49,.,6%
COc1ccc(C(=O)NCCC2=CCCCC2)cc1[N+](=O)[O-],-1%,5%,i,56,2.9%,i,0.8,5.7%,0.7,59,1.1,4%
CCN(Cc1cc2ccccc2[nH]c1=O)S(=O)(=O)c1ccccc1,-7%,-4%,i,49,1.7%,i,1.0,-0.6%,-0.5,75,1,-6%
COC(=O)C1Cc2c([nH]c3ccccc23)C(C(C)C)N1 (centres undefined),15%,3%,i,24,1.0%,i,0.5,0.8%[50 µM],-0.3,58,.,7%

# An excerpt of these results, tab-delimited.
compound	PhoP inhibition	SV40 large T antigen	T cell HTS	T cell HTS vesicle-bound %	RSV antiviral HEp-2	Myeloid diff 2	Myeloid diff 2 GFP+ MAC1+ %	UTI89 phage lysis	NTR1 ag	NTR1 ag cell count 20 µM	TNAP activators	MgcRacGAP inhibition
O=C(Nc1ccccc1)c1cccnc1N1CCOCC1	-1%	-1%	i	24	1.5%	i	0.8	0.6%	-0.6	80	1.1	3%
Cc1ccc(S(=O)(=O)NOCc2ccccc2)cc1	.	.	.	.	.	i	2.4	0.1%	2.0	62	.	7%

# Next part
SMILES,PhoP inhibition,SV40 large T antigen,T cell HTS,T cell HTS vesicle-bound %,RSV antiviral HEp-2,Myeloid diff 2,Myeloid diff 2 GFP+ MAC1+ %,UTI89 phage lysis,NTR1 ag,NTR1 ag cell count 20 µM,TNAP activators,MgcRacGAP inhibition
Cc1ccc(C)c(OCCC(=O)N(C)CC(=O)Nc2c(C)cccc2C)c1,.,.,i,36,0.2%,i,1.1,0.5%[50 µM],7.1,55,.,3%
CC(=O)c1ccc(N2CCN(CC(=O)Nc3ccc4c(c3)OCCO4)CC2)cc1,0%,-1%,i,10,1.3%,i,0.9,1.6%[50 µM],0.8,54,.,7%
C=CCOC(=O)C1=C[C@H](C(C)(C)C)[C@@H](CCCO)[C@H](OCC)O1,.,1%,.,.,0.2%,i,1.2,0.7%,1.5,58,.,4%
CCN1C(=O)[C@@H]2[C@@H](c3ccc(-c4ccc(C(C)=O)cc4)c(OC)c3)N3CCCC[C@@]3(C(=O)OC)[C@@H]2C1=O,.,8%,i,43,4.1%,i,0.7,0.2%,0.3,50,.,9%
CN(CCO)c1nc2c(c(=O)n(Cc3ccc(Cl)cc3)c(=O)n2C)n1C,1%,4%,i,22,3.4%,i,0.1,0.1%,1.7,90,.,8%
Cc1ccc(-n2nc3c(=O)n(CCCC(=O)NCc4cccc(F)c4)nc(C)c3c2C)cc1,5%,11%,i,17,48%,?,.,-0.2%,0.7,68,.,-25%
COc1cccc(CCc2nc3ccccc3c(=O)n2N)c1,.,5%,i,16,2.9%,i,0.3,-1.1%,1.4,57,.,1%
CCn1cc(C(=O)N2CCN(c3ccccn3)CC2)c(=O)c2cc(S(=O)(=O)N3CCC(C)CC3)ccc21,-8%,-1%,i,38,1.4%,i,0.3,0.1%,0.3,47,1.1,8%
COc1cc(CC(=O)N/N=C/c2ccc([N+](=O)[O-])cc2)c([N+](=O)[O-])cc1OC,-8%,4%,i,35,2.1%,i,0.9,-6.0%,2.0,62,1,-5%
Cc1ccc(-c2c[n+]3c(n2-c2ccccc2)CCC3)cc1,17%,6%,i,17,1.6%,?,.,1.1%,0.2,47,.,9%
CC[n+]1c(/C=C/c2cc([N+](=O)[O-])ccc2O)ccc2ccccc21,7%,9%,i,57,42%,i,1.0,-0.8%,1.7,53,.,6%
CCC1SC(=Nc2cccc(C)c2)NC1=O (centres undefined),-9%,3%,i,52,0.2%,i,0.9,0.2%,-0.7,39,.,12%
CCC1(C)CC2(CCCN(CCC(=O)c3ccccc3)C2)CCO1 (centres undefined),7%,7%,i,50,0.8%,i,0.2,-0.3%,5.2,46,0.9,10%
CCOc1ncccc1C(=O)Nc1cc(S(=O)(=O)N2CCOCC2)ccc1N1CCCC1,-12%,1%,i,58,-1.9%,i,0.6,0.4%,-0.9,69,1,-5%
O=C(c1cc2cc(Cl)ccc2[nH]1)N1CCc2ccccc2C1,1%,.,i,20,-1.6%,i,1.6,-0.1%,3.7,60,.,2%
CC(=O)Nc1ccnc(-c2cccnc2)n1,1%,8%,i,44,1.1%,i,7.6,7.0%,-0.6,56,1.1,0%
O=C(CCNC(=O)c1ccccc1Cl)NC1=NCCS1,8%,5%,i,24,-1.1%,i,0.3,0.1%,1.6,47,1.1,1%
Cc1cc(O)c(C)c(O)c1/C=N/NC(=O)c1cccnc1,3%,2%,i,52,5.3%,i,0.8,0.1%,1.0,77,.,101µM*
C[C@@H](O)c1nc2ccccc2n1N,-3%,5%,i,41,1.6%,i,1.0,2.8%[50 µM],-0.5,63,1,9%
CC1=CC(C)(C)N(C(=O)CN2C(=O)c3ccccc3C2=O)c2ccccc21,2%,4%,i,33,0.7%,i,9.1,0.4%,1.1,59,1,-3%

# Look-ups from the entries so far:
# Entry for CC(=O)Nc1ccnc(-c2cccnc2)n1 in NTR1 ag cell count 20 µM: 56
# Entry for O=C(CCNC(=O)c1ccccc1Cl)NC1=NCCS1 in T cell HTS vesicle-bound %: 24

# Carrying on:
SMILES,PhoP inhibition,SV40 large T antigen,T cell HTS,T cell HTS vesicle-bound %,RSV antiviral HEp-2,Myeloid diff 2,Myeloid diff 2 GFP+ MAC1+ %,UTI89 phage lysis,NTR1 ag,NTR1 ag cell count 20 µM,TNAP activators,MgcRacGAP inhibition
O=C(N/C(=C/c1ccc2c(c1)OCO2)C(=O)N1CCOCC1)c1cccs1,3%,14%,i,61,1.0%,i,1.0,-0.3%,-2.6,86,1.1,8%
Cc1cc(C)nc(-n2nc(C)cc2NC(=O)c2ccc(S(=O)(=O)N3CCOCC3)cc2)n1,-13%,7%,i,20,0.1%,.,.,.,1.7,58,.,.
CNC(=S)N(CCc1c(C)[nH]c2ccccc12)Cc1ccco1,1%,0%,i,12,0.6%,i,0.3,0.1%,1.7,45,1.2,6%
O=C(O)c1ccc(NC(=O)C2C3CCC(O3)C2C(=O)O)cc1 (centres undefined),-6%,2%,i,59,6.5%,i,0.2,0.1%,0.4,57,.,-4%
CN(CC(=O)NCCN1CCN(Cc2ccccc2)CC1)S(=O)(=O)c1cccc2nsnc12,-2%,3%,i,45,9.2%,i,0.4,0.5%,4.1,72,1.1,4%
CN(CCO)C(=O)c1cccc2c1-c1ccccc1C2=O,-6%,8%,i,15,0.3%,i,1.5,3.5%,0.3,63,1.1,7%
CC(/C=C1\SC(=O)N(CC(=O)Nc2cccc(O)c2)C1=O)=C\c1ccccc1,9%,3%,i,22,40%,i,0.5,1.0%,6.6,71,1,8%
O=[N+]([O-])c1cccc(-n2cccc2/C=N/Nc2nc(N3CCCCC3)nc(N3CCCCC3)n2)c1,1%,7%,i,41,1.6%,i,0.3,-0.6%,4.6,30,1.1,5%
CCCCOc1ccc(S(=O)(=O)Nc2cc(OC)ccc2OC)cc1,10%,-4%,i,19,0.1%,i,1.5,0.8%,6.0,50,1.1,5%
CC(C)(C)c1ccc(S(=O)(=O)NCCOCC(F)(F)C(F)F)cc1,2%,2%,i,37,12%,+,14*,0.8%[50 µM],2.6,53,1.1,2%
Nc1ccc2ncccc2c1N,.,.,i,48,2.4%,+,1.8*,4.8%,.,.,0.9,10%
CC(C)Oc1ccc(C(CC(=O)O)Cc2ccccc2)cc1 (centres undefined),7%,7%,i,49,1.0%,i,0.6,0.0%,0.3,89,.,6%
Cc1nc2ccccc2c(=O)n1C1CCCCCC1,-2%,-1%,i,40,3.9%,i,0.7,0.7%,-0.8,60,1.1,-1%
CCN(CC(=O)Nc1ccccc1OC)C(=O)CSCc1ccc(C)cc1,.,.,i,24,1.3%,i,0.9,0.3%[50 µM],-1.2,60,.,3%
CN(C)C(CNc1ncnc2sc3c(c12)CCCCC3)c1ccco1 (centres undefined),-3%,7%,i,46,-1.6%,i,0.3,1.0%,15,47,1.2,4%
C=CCN1C(=O)C(O)(CC(=O)c2ccc(Cl)cc2)c2ccccc21 (centres undefined),-4%,3%,i,43,3.0%,i,0.5,-0.1%,0.1,38,1.1,4%
O=C(CSc1nnc2c(n1)[nH]c1ccccc12)Nc1ccc(N2CCOCC2)cc1,-12%,18%,i,16,3.9%,i,0.4,0.1%,5.1,55,.,11%
Cc1c(NC(=O)CCCCCN2C(=O)c3ccccc3C2=O)c(=O)n(-c2ccccc2)n1C,-2%,14%,i,32,3.3%,i,0.3,3.8%,-1.2,60,1,9%
Cc1[nH]ccc(=O)c1OC1OC(CO)C(O)C(O)C1O (centres undefined),0%,15%,i,33,1.0%,i,1.7,0.4%,0.4,106,1,3%
CC(C)N1CCc2c(sc(N)c2C#N)C1,-15%,8%,i,35,0.1%,i,14,-1.4%,-2.7,76,1.1,-10%
Cc1cc(-c2onc(C)c2C(=O)N/N=C/c2ccccc2)no1,-6%,7%,i,37,.,i,0.4,1.1%,0.0,55,.,7%
